From PubChem
GBA activity up: glucocerebrosidase activity enhancement; P04062; L444P Gaucher fibroblasts, 4-MU-glucoside fluorescence, 3 days; activation, % at 10 µM; 30,000 compounds, 0.44% hits; in the data active = activation above about 65%;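 note: 0% = vehicle wells and 100% = positive control wells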
Target sequence (P04062 whole entry L483P): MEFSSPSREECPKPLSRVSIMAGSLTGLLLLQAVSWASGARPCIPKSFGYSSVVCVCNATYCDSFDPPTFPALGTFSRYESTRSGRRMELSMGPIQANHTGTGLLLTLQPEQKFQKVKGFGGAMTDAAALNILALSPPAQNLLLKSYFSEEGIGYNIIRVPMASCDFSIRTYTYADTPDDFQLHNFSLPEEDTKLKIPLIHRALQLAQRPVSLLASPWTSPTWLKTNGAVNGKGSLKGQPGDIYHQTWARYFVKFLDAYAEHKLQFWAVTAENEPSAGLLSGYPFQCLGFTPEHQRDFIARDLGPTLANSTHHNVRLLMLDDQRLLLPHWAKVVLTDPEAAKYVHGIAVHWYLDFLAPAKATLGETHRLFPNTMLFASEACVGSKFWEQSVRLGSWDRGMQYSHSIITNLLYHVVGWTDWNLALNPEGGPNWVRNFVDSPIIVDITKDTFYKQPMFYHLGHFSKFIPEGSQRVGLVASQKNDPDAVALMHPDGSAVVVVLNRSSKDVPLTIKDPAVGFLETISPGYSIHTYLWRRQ
* = called active by the depositor. Not all compounds are listed (hit frequency here may not be typical).

SMILES	GBA activity up
COc1cc(OC)cc(C(=O)N(Cc2nc(-c3cccc(C)c3)no2)C(C)C)c1	-17
NC(=O)c1c(NC(=O)c2cc3ccccc3o2)sc2c1CCC2	-27
CCC(Oc1ccccc1)C(=O)N1CCN(c2ccccn2)CC1 (stereo not given)	22
COc1ccc(CN(C(=O)c2ccco2)C2CC(C)N(C)CC2C)cc1 (stereo not given)	-29
CC(C)N(C(=O)COC(=O)c1ccc(O)cc1)C(C)C	3
COc1ccc(OC)c(S(=O)(=O)Nc2cc(Cl)cc(Cl)c2)c1	-34
COCc1nnc(NC(=O)c2cc(Cl)ccc2OC)s1	1
Cc1cc(C)cc(N(CC(=O)NC2CC3CCC2C3)S(C)(=O)=O)c1 (stereo not given)	4
CCC(Sc1nc(N)cc(=O)[nH]1)C(=O)NC(C(=O)OC)c1ccccc1 (stereo not given)	-6
O=C(CCSc1nnc(-c2ccco2)o1)Nc1ccccc1	-60
Cc1ccc(/C(COc2ccccc2O)=N\O)cc1	3
Cc1ccccc1CNC(=O)Nc1cccs1	-27
Cc1ccc(Cl)cc1-n1c(=O)cc(N2CC(C)OC(C)C2)[nH]c1=O (stereo not given)	-5
O=C(Nc1ccccn1)c1ccc(NC(=O)c2ccco2)cc1	-20
CC1(C)Cc2c(C#N)c(N)sc(=S)c2CO1	1
Cc1c(C(=O)NCc2cccnc2)sc2ncn(CC(=O)N3CCCCC3C)c(=O)c12 (stereo not given)	-8
CCCCC(=O)Nc1cccc(NC(=O)c2ccc3c(c2)OCO3)c1	2
COc1ccc(Cn2c(C3CC3)nc3ccc(NC(=O)C4CC4)cc3c2=O)cc1	18
CN1CCN(c2nc(NCCOC34CC5CC(CC(C5)C3)C4)nc(OCC(F)(F)F)n2)CC1	51
c1ccc(-n2nnnc2SCc2cccc3nsnc23)cc1	1
CCOc1ccc(-n2c(=O)[nH]cc(C(=O)N3CCCc4ccccc43)c2=O)cc1	-9
Cc1ccccc1N(C(=O)CCC(=O)Nc1ccccn1)C(C(=O)NC(C)C)c1ccc(O)cc1 (stereo not given)	-4
CCn1c(SCC(=O)N2CCC(C(N)=O)(N3CCCCC3)CC2)nnc1-c1ccccc1	14
C/C=C/c1ccc(Oc2nnnn2-c2ccc(C(=O)O)cc2)c(OC)c1	-1
CCCCc1cc(=O)oc2c(CN(C)C)c(O)ccc12	7

18 neighbouring compounds out of the list so far:
SMILES	GBA activity up
Cc1cc(C)cc(N(CC(=O)NC2CC3CCC2C3)S(C)(=O)=O)c1 (stereo not given)	4
CCC(Sc1nc(N)cc(=O)[nH]1)C(=O)NC(C(=O)OC)c1ccccc1 (stereo not given)	-6
O=C(CCSc1nnc(-c2ccco2)o1)Nc1ccccc1	-60
Cc1ccc(/C(COc2ccccc2O)=N\O)cc1	3
Cc1ccccc1CNC(=O)Nc1cccs1	-27
Cc1ccc(Cl)cc1-n1c(=O)cc(N2CC(C)OC(C)C2)[nH]c1=O (stereo not given)	-5
O=C(Nc1ccccn1)c1ccc(NC(=O)c2ccco2)cc1	-20
CC1(C)Cc2c(C#N)c(N)sc(=S)c2CO1	1
Cc1c(C(=O)NCc2cccnc2)sc2ncn(CC(=O)N3CCCCC3C)c(=O)c12 (stereo not given)	-8
CCCCC(=O)Nc1cccc(NC(=O)c2ccc3c(c2)OCO3)c1	2
COc1ccc(Cn2c(C3CC3)nc3ccc(NC(=O)C4CC4)cc3c2=O)cc1	18
CN1CCN(c2nc(NCCOC34CC5CC(CC(C5)C3)C4)nc(OCC(F)(F)F)n2)CC1	51
c1ccc(-n2nnnc2SCc2cccc3nsnc23)cc1	1
CCOc1ccc(-n2c(=O)[nH]cc(C(=O)N3CCCc4ccccc43)c2=O)cc1	-9
Cc1ccccc1N(C(=O)CCC(=O)Nc1ccccn1)C(C(=O)NC(C)C)c1ccc(O)cc1 (stereo not given)	-4
CCn1c(SCC(=O)N2CCC(C(N)=O)(N3CCCCC3)CC2)nnc1-c1ccccc1	14
C/C=C/c1ccc(Oc2nnnn2-c2ccc(C(=O)O)cc2)c(OC)c1	-1
CCCCc1cc(=O)oc2c(CN(C)C)c(O)ccc12	7

Continuation:
SMILES	GBA activity up
COc1cccc2cc(C(=O)C3=C(O)C(=O)N(CCN4CCOCC4)C3c3cccs3)oc12 (stereo not given)	-10
CCOC(=O)N1CCN(C(=O)c2cn(CC(C)C)c(=O)c3c2c2ccccc2n3C)CC1	-29
O=C(NCc1ccc(F)cc1)N[C@@H](Cc1ccccc1)C(=O)O	-8
CC(C)c1ccc(C(=O)N2CCN(CCO)CC2)cc1	-52
O=C(CSc1nc(N2CCCCC2)nc(N2CCCCC2)n1)N1CCN(c2ccccc2)CC1	-34
O=C(O)CSCC(=O)Nc1cccc2ccccc12	-7
O=S(=O)(c1ccccc1)N(C1=NCCS1)S(=O)(=O)c1ccccc1	-7
CCN(CC)S(=O)(=O)c1cccc(-c2nnc(SCc3nnc(-c4cccs4)o3)n2N)c1	-5
CCOC(=O)C1=C(C)NC(=O)NC1c1cc(Br)c(O)c(OC)c1 (stereo not given)	-20
Cc1nc2c(-c3ccccc3)c(C)[nH]n2c(=O)c1Cl	15
COc1ccc(NC(=O)CN2CCN(S(=O)(=O)c3ccc(Cl)cc3)CC2)cc1	-1
COc1ccccc1CNC(=O)CNCC1CCCO1 (stereo not given)	-12
COc1ccc(OC)c(-c2cc(C(=O)N3CCN(c4ncccn4)CC3)c3ccccc3n2)c1	-8
O=C(C1CCN(S(=O)(=O)N2CCOCC2)CC1)N1CCN(Cc2ccccc2)CC1	-38
CCC(=O)Nc1ccccc1N1CCN(S(C)(=O)=O)CC1	6
CCOC(=O)c1c(C)c(C(=O)NCCN2CCOCC2)c(C)n1CC	16
Cc1ccc(N=Cc2c(O)n(C)c(=O)n(C)c2=O)nc1	11
Cn1cccc1-c1nc2ccc(NC(=O)c3ccccc3)cc2[nH]1	-2
CC(=O)N1CCc2cc(S(=O)(=O)NCCN3CCC(C)CC3)ccc21	-33
CCOC(=O)CCSc1nnc(-c2cccnc2)n1-c1ccccc1OC	-7
Cc1occc1C(=O)Nc1cc(=O)n(C)c(=O)n1C	0
COCCn1nnnc1CN(CCc1ccccc1)Cc1cc2ccc(C)cc2[nH]c1=O	-8
CN(C)c1cccc(NC(=O)CCc2ccccc2)c1	-1
O=C(CN1C(=O)CSC1=O)Nc1ccc(C(=O)O)cc1	-8
CCc1ccccc1NC(=O)N1C2CCCC1CC(NC(C)=O)C2 (stereo not given)	3

Another view of two compounds above.
| smiles | GBA activity up |
| --- | --- |
| CCN(CC)S(=O)(=O)c1cccc(-c2nnc(SCc3nnc(-c4cccs4)o3)n2N)c1 | -5 |
| CCOC(=O)N1CCN(C(=O)c2cn(CC(C)C)c(=O)c3c2c2ccccc2n3C)CC1 | -29 |

Additional entries:
SMILES	GBA activity up
O=C(O)CN1CCN(Cc2ccccc2Cl)C1=O	-11
CCOC(=O)N1CCN(C(=O)CN(C2CCCCC2)S(=O)(=O)c2ccc(F)cc2)CC1	-20
CC(=O)c1cccc(N(CC(=O)N2CCCC2)S(C)(=O)=O)c1	-13
CCS(=O)(=O)N1CCN(C(=O)c2cccc(OC)c2)CC1	25
CN1CCN(S(=O)(=O)c2ccc(NC(=O)c3csc4ccccc34)cc2)CC1	-1
O=C(c1ccc2c(c1)OCO2)N(c1ccc(Cl)cc1)C1C=CS(=O)(=O)C1 (stereo not given)	3
Cc1nn(-c2ccc(F)cc2)c(C)c1NS(=O)(=O)c1ccc(Cl)cc1	-7
O=C(Nc1ccc(Cl)c(C(F)(F)F)c1)N1CCCC(O)C1 (stereo not given)	-7
O=C(CSc1nnc(CN2CCOCC2)n1-c1ccc(Cl)cc1)N1CCc2ccccc21	-13
O=C(NC(=O)N1CCN(c2ccccc2F)CC1)c1ccccc1	-6
O=c1[nH]nnc2c1sc1nc(N3CCOCC3)c3c(c12)CCCC3	-13
Cc1cc(C(F)F)n2nc(C(=O)Nc3ccc(S(=O)(=O)N4CCCCCC4)cc3)nc2n1	-3
CCS(=O)(=O)n1nc(-c2ccccc2)nc1NCc1ccco1	-11
COc1cccc(C2C3=C(CCCC3=O)Nc3nc4ccccc4n32)c1OC (stereo not given)	-1
COC(=O)c1cn[nH]c1N	52
COCCn1c(COC)nc2ccccc21	-9
COC(=O)c1ccc(NC(=O)CN2CCN(c3ccc(Cl)cc3)CC2)cc1	3
O=C(NCC1CCCO1)c1nn2c(c1Cl)NC(c1ccc(F)cc1)CC2C(F)(F)F (stereo not given)	-5
CNC(=O)C1=NCCCc2cc(OC)c(OC)cc21	-8
O=S(=O)(NCCc1ccccn1)c1ccc(F)c(F)c1	6
COc1nc(OC)nc(N2CCC(C(=O)NCc3cccs3)CC2)n1	-27
Cn1cnnc1SCC(=O)c1c[nH]c2ccccc12	-3
CCOC(=O)c1cc2c(=O)n3cccc(C)c3nc2n(CC2CCCO2)c1=NC(C)=O (stereo not given)	-10
O=C(CSCc1ccc(Br)cc1)N1CCOCC1	26
Cn1c(=O)c2c(nc(Oc3ccc(-c4ccccc4)cc3)n2C)n(C)c1=O	-1

The listing continues:
SMILES	GBA activity up
O=C1C(=O)N(CCCn2ccnc2)C(c2cccnc2)/C1=C(/O)c1ccccc1 (stereo not given)	4
CC(NC(=O)c1ccco1)C(=O)Nc1nc(-c2ccccn2)cs1 (stereo not given)	-7
O=C(NCc1ccc2c(c1)OCO2)C1CCCN1C(=O)Nc1cccc(Cl)c1 (stereo not given)	8
CCOC(=O)C1CCCN(c2ncnc3c2cnn3-c2ccc(OC)cc2)C1 (stereo not given)	22
Cc1ccc(S(=O)(=O)NC(=O)Nc2c(C)n(C)n(-c3ccccc3)c2=O)cc1	-31
CCOCCCNC(=O)CS(=O)(=O)Cc1nc(-c2cccc(OC)c2)oc1C	-25
CCCCc1ccc(-c2ccc(C)cc2O)nc1	-10
Oc1ccc(N2CCN(C(c3cccnc3)c3nnnn3Cc3ccccc3)CC2)cc1 (stereo not given)	24
O=C(Cn1nnc(-c2ccccc2)n1)NCc1cccs1	-9
CC(c1ccco1)N(C(=O)Nc1ccc(Cl)cc1)c1ccccn1 (stereo not given)	3
COc1ccc(S(=O)(=O)Nc2ccc3c(c2)COC3=O)cc1OC	-29
CC(C)c1nnc(NC(=O)CCCC(=O)O)s1	-6
CCN1CCN(S(=O)(=O)c2ccc(S(=O)(=O)N(CC)Cc3ccccc3)cc2)CC1	2
Cc1nnc(NC(=O)CSc2nnc(Cc3ccccc3)n2-c2ccccc2)s1	-12
CCOC(=O)Nc1ccc(S(=O)(=O)Nc2nccc(C)n2)cc1	-1
CCOC(=O)C1=C(C)NC(=O)NC1c1cccc(O)c1 (stereo not given)	-4
CC1CCN(c2nc(-c3ccc(F)cc3)cc(C(F)(F)F)n2)CC1	-12
O=C1CC(Nc2ccc(N3CCOCC3)cc2)C(=O)N1Cc1ccccc1 (stereo not given)	-11
CC(C)c1cc(C(=O)Nc2sc3c(c2C#N)CCC3)no1	-14
CCOC(=O)CC(=O)CSc1ncnc2c1oc1ccccc12	4
CCOC(=O)c1nnsc1NC(C)=O	-11
Nc1c2c(nc3ccccc13)CCC2	18
Cc1onc(-c2c(F)cccc2Cl)c1C(=O)NCCCN1CCOCC1	-10
COc1cc2c(=O)n(Cc3ccccc3)c(=O)n(CC(=O)NCc3ccco3)c2cc1OC	-12
CCn1cc(C(=O)N2CCCC2)c(=O)c2cc(S(=O)(=O)N3CCOCC3)ccc21	-3

Next section:
SMILES	GBA activity up
OC(c1cccc(OCc2ccccc2)c1)c1nnc(-c2ccccc2)o1 (stereo not given)	-5
CC(=O)Nc1cccc(-c2nnc3n2CC(C)S3)c1 (stereo not given)	-30
O=C(CC(c1ccccc1)c1ccccc1)Nc1ncn[nH]1	-14
CCOc1ccc(C2=[N+]([O-])C(C)(C)N(O)C2(C)C)cc1	0
CC(Sc1ncc(C#N)c(N)n1)C(=O)Nc1ccccc1 (stereo not given)	1
C[C@@H]1C[C@H]2[C@@H]3C[C@H](F)C4=CC(=O)C=C[C@]4(C)[C@@]3(F)[C@@H](O)C[C@]2(C)[C@@]1(O)C(=O)CO	-4
Cc1cccc(OCC(=O)NCCN2CCOCC2)c1	-6
COc1ccc(C2C(C#N)=C(N)Oc3cc(O)ccc32)cc1OC (stereo not given)	-8
COc1cccc(C2(O)CCN(C(=O)C3CCC3)CC2)c1	-7
COc1ccc(-n2nnc3c(SCC(=O)N4CCCc5ccccc54)ncnc32)cc1	3
CC(=O)O[C@]1(C(C)=O)CC[C@H]2[C@@H]3C[C@H](C)C4=CC(=O)CC[C@]4(C)[C@H]3CC[C@@]21C	-36
CCc1nn(C(C)C(=O)N2CCc3ccccc3C2)c(=O)c2cc3occc3n12 (stereo not given)	-25
O=C(NCCN1CCOCC1)c1csc2c1CCCC2	-3
Cn1cccc1C(=O)N1CCN(c2cccc(C(F)(F)F)c2)CC1	0
CCn1c(SCC(=O)Nc2c(C)n(C)n(-c3ccccc3)c2=O)nnc1-c1cccc(C)c1	-18
Nc1nc(SCC(=O)N2CCc3ccccc32)[nH]c(=O)c1-c1ccccc1	-16
CCCCn1nnnc1NCc1cccc(OC)c1OC	-6
CCN(CC)c1ccc(NC(=O)CN2CCN(c3ccccc3F)CC2)cc1	-43
COc1ccc(NC(=O)CSc2nnc(-c3ccccc3)n2N)cc1	3
CCC1C(=O)N=C(SCC(=O)Nc2ccc(C(=O)OC)cc2)NC1=O (stereo not given)	-48
COc1cccc(OCC(=O)Nc2ccc(OC)c(OC)c2)c1	3
Cc1cc(C)n2nc(SCC(=O)Nc3c(C)nn(-c4ccccc4)c3C)nc2n1	-5
COc1ccc(CCNC(=O)C2CCC(CNc3c(N4CCCC4)c(=O)c3=O)CC2)cc1OC (stereo not given)	6
CCOc1cccc(OCCCCn2ccnc2)c1	-5
CCOC(=O)Cn1c(=O)c2c(nc(N3CCCCC3)n2Cc2ccccc2)n(C)c1=O	-9

The listing continues.
SMILES	GBA activity up
CC12CCC(C(=O)N3CCc4ccccc43)(CC1=O)C2(C)C (stereo not given)	-1
Cc1ccc(-c2nn(CC(=O)Nc3ccc4c(c3)nc3n4CCOC3)c(=O)c3ccccc23)cc1	-44
CCCn1nc2ccccc2c1P(=N)(N1CCOCC1)N1CCOCC1	-56
CCCCNc1nc(N(C)c2ccccc2)nc(-n2ccnc2)n1	-6
COc1cc(C(=O)O)ccc1OCC(=O)N1CCOCC1	35
Cc1ccc(-n2c(=O)c3sccc3n(CC(=O)NCc3ccco3)c2=O)cc1	-24
CC(C)n1c(C(=O)OCC(=O)NCc2ccc3c(c2)OCO3)cc2sccc21	-59
